# Screening data (PubChem BioAssay)
# 14-3-3 PPI: modulators of human 14-3-3 gamma - Raf peptide interaction; P61981; FP, 14-3-3gamma / TMR-pS259-Raf peptide binding; inhibition, % at 40 µM; 0.19% of 160,000 active; AID 422; in the data active = inhibition above about 30%;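 also: 0% = protein plus tracer without compound and 100% = blank with tracer alone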
# Target sequence (P61981 whole entry, looked up): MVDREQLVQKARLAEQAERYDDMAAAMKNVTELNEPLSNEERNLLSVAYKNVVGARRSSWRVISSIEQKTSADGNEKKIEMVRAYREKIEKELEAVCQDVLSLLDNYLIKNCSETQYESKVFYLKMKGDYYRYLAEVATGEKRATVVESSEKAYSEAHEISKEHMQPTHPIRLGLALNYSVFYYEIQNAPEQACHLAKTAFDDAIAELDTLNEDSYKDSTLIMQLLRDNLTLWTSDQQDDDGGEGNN
# An asterisk follows results filed as active; & = joins results of further samples.
mol | 14-3-3 PPI
Cc1cccc(CS(=O)(=O)Cc2ccc(C(=O)N3CCC4(CC3)OCCO4)o2)c1 | -5
COc1ccc2[nH]c3c(c2c1)CCNC3C (stereo not drawn) | 0
O=c1[nH]c(=O)n(Cc2ccc(F)cc2)c(O)c1C=NCCCN1CCOCC1 | -4
CC12CN3CC(C)(CN(C1)C3c1cccnc1)C2=O (stereo not drawn) | 7
O=C(Nc1ccc(Br)cc1C(=O)c1ccccc1)c1ccc(S(=O)(=O)N2CCOCC2)cc1 | -54
CCOC(=O)C1=C(N)Oc2cc(C)oc(=O)c2C12C(=O)N1c3c(cc(OC)cc32)C(C)=CC1(C)C (stereo not drawn) | -3
CCCCC1(C)NCCN2C(=O)CSC21 (stereo not drawn) | 0
CC(C)NP(=O)(NC(C)C)OP(=O)(NC(C)C)NC(C)C | -1
CCOCCCN=Cc1c(O)n(Cc2ccccc2)c(=O)[nH]c1=O | -2
O=C(c1cc2nc(-c3ccccc3)cc(-c3ccccc3)n2n1)N1CCC2(CC1)OCCO2 | -3
NCCc1c[nH]c2ccc(Cl)cc12 | 6
C[C@H]1CCCC(=O)CCC/C=C/c2cc(O)cc(O)c2C(=O)O1 | -5
O=C(O)CCC1NCC2CC1CN1CCCCC21 (stereo not drawn) | -1
COc1cccc(N2CCN(Cc3ccc(Cl)cc3)CC2)c1 | -5
NCCc1ccncc1 | 1
CN1CCC(OC(=O)C2c3ccccc3Oc3ccccc32)CC1 | -5&-10
O=C(Cn1ncc2c3ccccc3n(Cc3ccccc3F)c2c1=O)N1CCC2(CC1)OCCO2 | -3
O=P1(NC2CCCC2)COc2ccccc2OC1 | 0
CC1(C)CN=C(NCc2ccccc2Cl)S1 | 7
CC(C)C[C@H](NC(=O)[C@@H]1CCCN1C(=O)[C@@H](N)Cc1ccc(O)cc1)C(=O)NCC(N)=O | -8
CCOc1ccc(-n2c(=S)[nH]c3ccccc3c2=O)cc1 | -2
C=CC1CN2CCC1CC2C(OC(=O)c1ccc(OC)cc1)c1ccnc2ccccc12 (stereo not drawn) | 2
CCOc1ccc(CN(CCc2ccc3c(c2)OCO3)Cc2ccc(F)cc2)cc1 | 8
Cc1cc(Cl)ccc1-n1c(C=Cc2cccc([N+](=O)[O-])c2)nc2ccccc2c1=O | 4
O=c1[nH]c(=O)n(C2CCCCCC2)c(O)c1C=NCC1CCCO1 (stereo not drawn) | 0
O=[N+]([O-])c1ccc2nc(N3CCNCC3)ccc2c1 | 1
CCCCn1c(=O)c(C(=O)NCc2ccncc2)c(O)c2ccccc21 | -2
O=C(c1ccc(CS(=O)(=O)c2ccccc2)o1)N1CCC2(CC1)OCCO2 | 3
O=C(O)C1C2CCC(O2)C1C(=O)O (stereo not drawn) | -2
N#Cc1c(N=Cc2cc(Br)ccc2O)sc2c1C1CCN2CC1 | 2

# Six compounds from above, ordered by number of heavy atoms, largest number first.
mol | 14-3-3 PPI
CCOC(=O)C1=C(N)Oc2cc(C)oc(=O)c2C12C(=O)N1c3c(cc(OC)cc32)C(C)=CC1(C)C (stereo not drawn) | -3
O=C(c1ccc(CS(=O)(=O)c2ccccc2)o1)N1CCC2(CC1)OCCO2 | 3
CCOCCCN=Cc1c(O)n(Cc2ccccc2)c(=O)[nH]c1=O | -2
COc1ccc2[nH]c3c(c2c1)CCNC3C (stereo not drawn) | 0
CCCCC1(C)NCCN2C(=O)CSC21 (stereo not drawn) | 0
NCCc1c[nH]c2ccc(Cl)cc12 | 6

# (next part)
mol | 14-3-3 PPI
CN(C)CCC(=O)c1ccc(Br)cc1 | -1
O=c1c2ccccc2nc(-c2ccccc2F)n1-c1ccccc1 | -1
COc1cc(C(c2c(O)c3ccccc3oc2=O)c2c(C)n(C)n(-c3ccccc3)c2=O)cc(I)c1O (stereo not drawn) | -7
CC(C)C12CN3CC(C(C)C)(CN(C1)C3c1cccnc1)C2=O (stereo not drawn) | -5
O=c1oc2ccccc2c(O)c1C1c2ccccc2Nc2c1c(=O)oc1ccccc21 (stereo not drawn) | -2
OC(Cc1ccccc1)(c1ccccc1)C1CN2CCC1CC2 (stereo not drawn) | 0
O=C(O)C12C3CCCC1C32c1ccccc1 (stereo not drawn) | -2
FC(F)(F)C1=NC(C(F)(F)F)=NP(N2CCOCC2)(N2CCOCC2)=N1 | 7
COc1ccccc1C(=O)Nc1ccc(Cl)cc1C(=O)c1ccccc1Cl | -2
O=C(CN1CCN(Cc2cccc(Cl)c2)C1=O)N1CCC2(CC1)OCCO2 | 1
COc1ccc(CCNC(=O)CN2C(=O)CN=C(c3ccccc3)c3ccccc32)cc1OC | 3
COc1cccc(CNCCc2ccc3c(c2)OCO3)c1 | -4
CCOc1ccccc1N=C1SCCCN1C | -6
O=C1CC(N2CCC(n3c(=O)[nH]c4ccccc43)CC2)C(=O)N1Cc1ccccc1 (stereo not drawn) | -2
Cc1c(C(N)=O)c2nc3c(c(-c4ccccc4)c2n1Cc1ccccc1)CCCC3 | -12
CCCCc1nc2ccccc2c(=O)n1-c1ccc(O)cc1 | -7
COc1ccc(CNCC(=O)N2CCC3(CC2)OCCO3)cc1 | -1
COc1cc(OC)cc(-n2nc(C(=O)N3CCC4(CC3)OCCO4)c3ccccc3c2=O)c1 | -2
O=C1NC(=S)NC(=O)C1c1ccccc1 | 1
CCN1CCN(C(=O)Cc2c(C(=O)O)[nH]c3ccccc23)CC1 | 3
O=c1c2ccccc2nc(C=Cc2ccc(F)cc2)n1-c1cccc([N+](=O)[O-])c1 | -6
COC(=O)CN1C(=O)C2(C(C(=O)OC)=C(N)Oc3c2c(=O)oc2ccccc32)c2ccccc21 (stereo not drawn) | 1
CC(C)c1ccc(N2C(=O)CC(=O)NC2=O)cc1 | -45
CCOC(=O)c1c(C)n(Cc2ccccc2)c2ccc(OCC(O)Cn3nc(C)nc3C)cc12 (stereo not drawn) | 6
CC1(C)C2CC=C(CN3CCOCC3)C1C2 (stereo not drawn) | -6
CCOC(=O)C1=C(N)OC2=C(C(=O)CCC2)C12C(=O)Nc1ccc(Br)cc12 (stereo not drawn) | -2
O=C(Nc1ccc(Br)cc1C(=O)c1ccccc1Cl)c1cccs1 | 9
CCOC(=O)c1c(N)n(Cc2ccco2)c2nc3ccccc3nc12 | -16
CCOC(=O)C1C2NC(=S)N(c3ccccc3OC)C1(C)Oc1c(OC)cccc12 (stereo not drawn) | -7
CC12CCC(O)CC1CCC1C2CCC2(C)C(OC(=O)c3ccccc3)CCC12 (stereo not drawn) | 4
Clc1ccc(C(Cl)(Cl)Cl)c(Cl)n1 | -14
CC(=NCc1cccnc1)c1c(O)n(-c2ccc(C)cc2)c(=O)[nH]c1=O | -1
CC(=O)N1N=C(c2cccnc2)OC1(C)C | 5
O=C(CCCN1CCC2(CC1)C(=O)NCN2c1ccccc1)c1ccc(F)cc1 | 4&2
COc1cc(CCN)ccc1O | -4
Cc1nnc(SCc2nc3ccccc3c(=O)n2-c2ccccc2Cl)n1N | -11
O=C(Cn1ncc2ccccc21)N1CCC2(CC1)OCCO2 | -1
COc1ccccc1OCCNc1ccc([N+](=O)[O-])c2cccnc12 | 2
C=CCN(C[P+](=O)[O-])C(C)=O | -6
CCn1c(O)c(C(=O)CC2NCCc3ccccc32)c(=O)n(CC)c1=S (stereo not drawn) | -16
O=C1NC(=O)C(C/C=C/c2ccccc2)C(=O)N1 | 12
COc1ccc2[nH]c(C)c(CCNCCC3=C(C)CCCC3(C)C)c2c1 | -15
Cc1ccc(-n2c(=O)[nH]c3ccc(Br)cc3c2=O)cc1 | -10
N=c1c2c(n(Cc3ccc(Cl)cc3Cl)c3c1CCC3)CCCC2 | 0
CCOC(=O)CSC1c2ccccc2Nc2c1cnc(Cl)c2C#N (stereo not drawn) | -113
CCC(C)(C)n1nnnc1C(c1cccs1)N1CC=C(c2ccc(F)cc2)CC1 (stereo not drawn) | 4
CN1C(=O)N(C)C(=O)C2(Cc3c(nc4ccccn4c3=O)N3CCC(Cc4ccccc4)CC32)C1=O (stereo not drawn) | -37
Cc1ccc(F)cc1-n1c(C=Cc2ccc(F)cc2)nc2ccccc2c1=O | 4
CCN1C(=S)NC2c3cc(Br)cc(OC)c3OC1(C)C2C(=O)OC (stereo not drawn) | -1
COc1cccc(-c2cc(C(F)(F)F)n3nc(C(=O)N4CCC5(CC4)OCCO5)cc3n2)c1 | -2
OC1C2CCCC1C(N1CCCCC1)CC2 (stereo not drawn) | -8
OC(CNc1ccccc1)Cn1c2ccc(Br)cc2c2cc(Br)ccc21 (stereo not drawn) | 9
O=c1[nH]c(=O)n(-c2cccc(Cl)c2)c(O)c1/C=N/c1ccccn1 | -11
O=C1CC[C@@]2(O)[C@H]3Cc4ccc(O)c5c4[C@@]2(CCN3CC2CC2)[C@H]1O5 | -7
Nc1nonc1N | -5
Cc1ccc2c(c1)C1CN(C)CCC1N2C(=O)Cc1cccs1 (stereo not drawn) | -1
O=c1c2ccccc2nc(C=Cc2ccc(F)cc2)n1-c1ccc(Cl)cc1 | 1
CCC(C)n1[nH]c(=O)c2c1NC(=O)CSC2c1ccc(Br)cc1 (stereo not drawn) | 6
CC(=O)[C@H]1CCC2C3CC[C@H]4C[C@H](O)CC[C@]4(C)C3CC[C@@]21C (stereo partly drawn) | -3
O=C(CCS(=O)(=O)c1ccc(Br)cc1)N1CCC2(CC1)OCCO2 | -78

# (list continues)
mol | 14-3-3 PPI
CCN1C[C@]2(C)CC[C@H](O)[C@@]34C5C[C@@H]6[C@@H](OC)C[C@@](O)(C5[C@H]6O)[C@@H](CC23)C14 (stereo partly drawn) | 1
CC(C)CC(NC(=O)C1CCCCC1)C(=O)N1CCC2(CC1)OCCO2 (stereo not drawn) | 1
Cc1cc(OCC(=O)Nc2cc(C)nn2-c2ccccn2)c2c3c(c(=O)oc2c1)CCC3 | -16
NCCCN1CCN(Cc2ccccc2)CC1 | -28
C#C[C@]1(O)CC[C@H]2[C@@H]3CCC4=CC(=O)CC[C@]4(C)[C@H]3CC[C@@]21C | -6
Cc1cccc(-n2c(C)nc3ccc(I)cc3c2=O)c1 | -15
Cc1ccc(-n2c(C=Cc3cccs3)nc3ccccc3c2=O)cc1 | -3
O=c1oc(-c2ccc(F)cc2)nc2ccccc12 | -5
Cn1c(O)c(C=Nc2ccc3c(c2)CCC3)c(=O)n(C)c1=O | 1
COc1ccc(C(=O)Nc2ccc(Br)cc2C(=O)c2ccccc2Cl)cc1 | 5
O=C1C2CCCN2C(c2cccs2)N1c1ccccn1 (stereo not drawn) | 0
Cc1c(C(=O)N2CCC3(CC2)OCCO3)oc2ccccc12 | -3
COC(=O)c1ccc(CN2CCN(Cc3ccccc3)CC2)cc1 | -5
O=C1CN=C(c2ccccc2)c2ccccc2N1Cc1ccccc1F | -3
C=CCn1c(O)c(C(C)=NCc2cc(OC)cc(OC)c2)c(=O)[nH]c1=O | 0
O=C(Cc1ccccc1)N1CCN(Cc2c[nH]c3ccccc23)CC1 | -6
CC(C)n1nnnc1CN1CCN(C)CC1 | -6
O=C(c1cc2c(s1)CCCC2)N1CCC2(CC1)OCCO2 | 0
CCOC(=O)c1c(C)n(COCCO)c2ccc(O)cc12 | -10
Cc1cccc(C2=NCC(=O)N(CC(=O)NCc3ccco3)c3sc4c(c32)CCCC4)c1 | 1
COc1ccc(CN2CCN(Cc3cccc(Br)c3)CC2)cc1Br | -7
O=C1NC(=O)N(C2CCCCC2)C(=O)C1C1c2ccccc2C(=O)N1Cc1ccccc1 (stereo not drawn) | -7
Cn1c(C(=O)O)c(CC(=O)N2CCN(Cc3ccccc3)CC2)c2ccccc21 | -5&-15
CCCSP1(=S)NCCCO1 (stereo not drawn) | 0
O=c1c2ccccc2nc(C=Cc2ccc(F)cc2)n1-c1ccccc1Cl | -3
O=C(C1CC1)N1CCc2cc(S(=O)(=O)N3CC4CC(C3)c3cccc(=O)n3C4)ccc21 (stereo not drawn) | 2
CC(=NCC1CCCO1)c1c(O)n(-c2ccc(Cl)cc2)c(=O)[nH]c1=O (stereo not drawn) | 0
CN(C)C1(c2nnnn2CCOC(=O)Nc2ccc(Cl)cc2)CCCCC1 | -7
O=S(=O)(F)c1ccc(C2=NN(c3cccc4ccccc34)C(c3ccccc3)C2)cc1 (stereo not drawn) | -41
COc1cc(CN2CCN(C(=O)COc3ccccc3)CC2)cc(OC)c1O | -3
OC1(c2ccccc2F)CC2CCC(C1)N2CCN1CCOCC1 (stereo not drawn) | 1
Cc1cccc(-n2c(O)c(C=NCCCN3CCOCC3)c(=O)[nH]c2=O)c1C | 5
O=C(Cc1ccccc1)N1CCN(C2CCCC2)CC1 | 0
O=C(CN1CCN(Cc2ccc(Cl)cc2)C1=O)N1CCC2(CC1)OCCO2 | 6
COc1ccc(C(CC(=O)N2CCC3(CC2)OCCO3)NS(=O)(=O)c2ccc(C)cc2)cc1 (stereo not drawn) | 7
O=c1c2ccccc2nc(-c2ccc([N+](=O)[O-])cc2)n1-c1ccccc1 | -90
O=C1NC(=O)C2(C(=O)N1)C(c1ccc(F)cc1)NC(=S)NC2c1ccc(F)cc1 (stereo not drawn) | -3
CCN(c1ccc(C(O)(C(=O)OC)C(F)(F)F)cc1)S(=O)(=O)c1ccccc1 (stereo not drawn) | -8&1
COc1ccc(P2(=O)Nc3ccccc3N2)cc1 | -10
O=P(/C(=N/O)N1CCOCC1)(N1CCOCC1)N1CCOCC1 | -7
COc1cc(C=Cc2nc3ccccc3c(=O)n2-c2ccccc2)ccc1O | -9
COC1=CC(=O)OC(/C=C/c2ccccc2)C1 (stereo not drawn) | 0

# Molecules above with a furan ring, fused or not:
mol | 14-3-3 PPI
Cc1cccc(CS(=O)(=O)Cc2ccc(C(=O)N3CCC4(CC3)OCCO4)o2)c1 | -5
O=C(c1ccc(CS(=O)(=O)c2ccccc2)o1)N1CCC2(CC1)OCCO2 | 3
CCOC(=O)c1c(N)n(Cc2ccco2)c2nc3ccccc3nc12 | -16
Cc1c(C(=O)N2CCC3(CC2)OCCO3)oc2ccccc12 | -3
Cc1cccc(C2=NCC(=O)N(CC(=O)NCc3ccco3)c3sc4c(c32)CCCC4)c1 | 1

# An excerpt. The share of hits here may be higher or lower than overall.
